Screens deposited in PubChem BioAssay by several laboratories.
OX1R antag = blocks the human orexin 1 receptor; O43613; OX1R-expressing cells, FRET antagonist read-out; hit rate 1.8% among 330,000; inhibition, % at 6.6 µM; in the data active = inhibition mostly above about 38%, no sharp cut-off; inactive = mostly below about 40%;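 note: 0% = agonist challenge alone and 100% = reference antagonist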
Target sequence (O43613 whole entry, looked up): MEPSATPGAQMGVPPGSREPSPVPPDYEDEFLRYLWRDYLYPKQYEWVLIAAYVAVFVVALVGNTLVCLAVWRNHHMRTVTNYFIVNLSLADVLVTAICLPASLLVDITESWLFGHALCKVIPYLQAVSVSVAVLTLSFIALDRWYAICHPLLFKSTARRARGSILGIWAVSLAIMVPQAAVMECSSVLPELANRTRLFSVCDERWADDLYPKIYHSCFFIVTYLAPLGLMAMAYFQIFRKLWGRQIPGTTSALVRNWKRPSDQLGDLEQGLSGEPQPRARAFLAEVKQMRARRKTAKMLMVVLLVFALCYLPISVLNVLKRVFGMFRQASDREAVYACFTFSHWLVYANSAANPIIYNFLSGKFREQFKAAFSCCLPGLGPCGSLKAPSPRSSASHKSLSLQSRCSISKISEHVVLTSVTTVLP
KCNQ2 inh = KCNQ2 channel blockers in CHO-K1 cells – cell-based, FluxOR thallium flux, B-score, primary screen (AID 2156) | O88943 | 20 min; hits give low values | B-score at 10 µM | hit rate 1.1% among 310,000;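 active = fluorescence ratio B-score at most minus 3 library SDs, with starting brightness B-score within 2 library SDs, cut at about -5.5 in these data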
STK33 kinase inh = human STK33 kinase inhibition; Q9BYT3; purified STK33, MBP phosphorylation, ADP-Glo luminescence; inhibition, % at 10 µM; hit rate 0.073% among 320,000; AID 2661;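 active = inhibition at or above 25%, using the most active replicate where run in duplicate; inactive = inhibition below 25%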
Target sequence (Q9BYT3 whole entry, looked up): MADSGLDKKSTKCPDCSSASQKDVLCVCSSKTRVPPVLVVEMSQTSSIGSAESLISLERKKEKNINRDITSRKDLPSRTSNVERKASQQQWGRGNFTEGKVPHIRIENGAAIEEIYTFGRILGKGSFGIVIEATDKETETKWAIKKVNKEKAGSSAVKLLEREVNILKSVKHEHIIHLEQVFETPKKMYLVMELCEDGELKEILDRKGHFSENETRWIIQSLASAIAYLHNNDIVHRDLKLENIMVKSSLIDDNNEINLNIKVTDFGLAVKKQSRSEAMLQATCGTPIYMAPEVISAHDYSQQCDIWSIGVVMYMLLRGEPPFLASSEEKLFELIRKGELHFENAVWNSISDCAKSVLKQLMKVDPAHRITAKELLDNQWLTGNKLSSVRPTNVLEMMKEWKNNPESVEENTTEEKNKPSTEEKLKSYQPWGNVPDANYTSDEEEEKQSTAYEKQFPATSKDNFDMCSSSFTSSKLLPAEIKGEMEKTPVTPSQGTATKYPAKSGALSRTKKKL
Starred values were filed as active, the others as inactive; i = inactive; x = not tested or not shown. Compounds were not picked by outcome; 2.7% or so of the library scored in one or more.

SMILES	OX1R antag	KCNQ2 inh	STK33 kinase inh
COc1ccc(/C=N/NC(=O)c2cccc(NC(=O)c3ccccc3Cl)c2)c(OC)c1	35.6	i	-0.2
COc1ccc(-c2c(NC(=O)CC(C)C)n(C)c3ccccc3c2=O)cc1OC	17.1	i	0.3
CC(C)Nc1nc(-c2cccnc2)nc(-c2ccccc2)c1C#N	2.9	i	-1.9
O=C(COC(=O)c1cccs1)Nc1ccccc1C(F)(F)F	-0.3	i	-2.0
O=C(c1ccccc1)N1CCn2c1nc1ccccc12	12.7	i	-0.6
CNC(=O)c1c2c(nc3ccc(Br)cc13)CCCC2	34.5	i	-0.1
CCCCNC(=O)Cn1cnc2sc(C)c(S(=O)(=O)N3CCN(c4ncccn4)CC3)c2c1=O	11.7	i	-5.0
CCC1=C(OC(=O)N(CC)CC)N2C(=O)OC(=NCCc3c[nH]c4ccccc34)[C@]2(Cc2ccccc2)[C@H]2C1=CC[C@H]1C(=O)N(CC(=O)OC)C(=O)[C@H]12	26.1	i	-2.5
C=CCn1c(=O)c(C(=O)Nc2ccc(C)cn2)c(O)c2ccccc21	10.9	i	-1.2
O=[N+]([O-])c1cccc(S(=O)(=O)c2ccc(NCCOCCO)c([N+](=O)[O-])c2)c1	15.3	i	0.4
Cc1ccc(NC(=O)CN2C(=O)N/C(=C\c3cccnc3)C2=O)cc1	8.6	i	-2.1
COc1ccc(N(CC(=O)Nc2ccccc2F)S(=O)(=O)c2ccc(C)c([N+](=O)[O-])c2)cc1	10.5	i	-2.0
COc1ccccc1CNC(=S)Nc1ccc2nc(N3CCN(C)CC3)cc(C)c2c1	19.2	i	2.4
CCCN1CCN(C(=O)C2CCN(c3ncnc4c3nc3n4CCCCC3)CC2)CC1	0.3	i	-1.1
COC(=O)C1CCN(C(=O)COC(=O)/C=C/c2ccc(O)c(OC)c2)CC1	15.2	x	0.2
Cc1ccc(C)c(-n2nnnc2SCC(=O)NNC(=O)c2ccco2)c1	30.6	i	x
Cc1ccc(C(=O)c2coc3c2C(=O)C(=O)c2ccccc2-3)cc1	46.8*	i	2.4
COCC(C)N=CC1=C(O)CC(C)(C)CC1=O (stereo not given)	-0.9	i	-0.2
COc1ccc2ncc(OC(C)=O)cc2c1	11.2	i	-0.5
COc1ccccc1CC(=O)Nc1ccc(S(=O)(=O)N2CCN(C)CC2)cc1	2.5	i	-1.2
CCc1nn(CCCC(=O)NCc2ccc(OC(C)C)cc2)c(=O)c2cc3occc3n12	21.8	i	4.0
COc1ccc(CNCc2ccc3c(c2)OCO3)c(OC)c1OC	x	i	0.3
COc1cc(/C=C2\SC(=O)NC2=O)ccc1OCC(=O)N1CCOCC1	51.8*	x	0.3
CS(=O)(=O)N1CCc2ccccc2C1	3.7	i	-1.3
CSc1ccccc1OCc1cc(C(=O)N2CCN(c3ncccn3)CC2)no1	17.8	i	-0.7

Of the compounds above, 2 have an aryl thioether with sulfur outside any ring.
SMILES	OX1R antag	KCNQ2 inh	STK33 kinase inh
Cc1ccc(C)c(-n2nnnc2SCC(=O)NNC(=O)c2ccco2)c1	30.6	i	x
CSc1ccccc1OCc1cc(C(=O)N2CCN(c3ncccn3)CC2)no1	17.8	i	-0.7

An excerpt of these results, with values under each structure:
Sequence of screens: OX1R antag, KCNQ2 inh, STK33 kinase inh
COC(=O)C1CCN(C(=O)COC(=O)/C=C/c2ccc(O)c(OC)c2)CC1
 : 15.2, x, 0.2
Cc1ccc(C)c(-n2nnnc2SCC(=O)NNC(=O)c2ccco2)c1
 : 30.6, i, x

New compounds follow.
SMILES	OX1R antag	KCNQ2 inh	STK33 kinase inh
Cc1ccc(C(=O)NCC(=O)OCC(=O)c2c(N)n(C)c(=O)n(C)c2=O)s1	10.7	i	-0.1
CN(Cc1nccn1C)C(=O)C1CCC(=O)N(CCc2ccc(Cl)cc2)C1 (stereo not given)	-11.3	i	-0.1
NS(=O)(=O)c1cccc(NC(=O)COC(=O)Cc2ccc(Cl)cc2)c1	33.4	i	-1.5
COc1ccc(N2C(=O)C(=O)/C(=C(/O)c3ccc(C)cc3)C2c2cccnc2)cc1 (stereo not given)	7.1	i	-0.8
CON(C)C(=O)c1ccccc1N(C)C(=O)OC(C)(C)C	2.4	x	-0.1
CSCC[C@H](NC(=O)Cc1ccc(Cl)cc1)C(=O)N1CCC2(CC1)NCCc1[nH]cnc12	4.3	i	1.3
CCOC(=O)C1(Cc2cccc(OC)c2)CCCN(Cc2ccc(NC(C)=O)cc2)C1 (stereo not given)	13.4	i	-2.9
CCC(C)(C)NC(=O)C(c1ccc(OC)cc1)N(C(=O)CCC(=O)Nc1cc(C)on1)c1ccc(F)cc1 (stereo not given)	7.6	i	-0.4
CC(C)c1nnc(NC(=O)COc2ccccc2[N+](=O)[O-])s1	5.6	i	-3.3
CCO[C@H]1OC(C(=O)N2CCN(Cc3ccc4c(c3)OCO4)CC2)=C[C@@H](c2ccccc2)[C@@H]1CCCO	26.4	i	1.6
CCCCn1nnnc1NCc1ccc(N2CCCC2)cc1	-1.4	i	-2.1
COCCN(CC(=O)Nc1cccc(C)c1C)C(=O)c1oc2ccccc2c1C	3.9	x	-1.1
O=C(OCC(=O)N1CCN(c2cccc(Cl)c2)CC1)c1ccco1	-0.2	x	-0.4
Cc1[nH]c2ccccc2c1/C=C/c1nc2ccccc2c(=O)n1CCO	35.4	i	-0.6
COc1ccc(C)cc1NC(=O)CSc1nnc(-c2ccc(OC)c(OC)c2)n1N	10.0	i	-3.3
O=C(Cc1ccccc1)Nc1cccc(S(=O)(=O)N2CCCCCC2)c1	-1.4	x	-1.7
CSc1cccc(NC(=O)C2CCCN(S(=O)(=O)c3cccs3)C2)c1 (stereo not given)	60.6*	i	0.2
Cc1cc(Nc2cccc(F)c2)nc(NCc2ccccc2)n1	24.4	i	1.6
O=[N+]([O-])c1cc(/C=N\O)ccc1Oc1ccc(F)cc1	13.7	i	2.2
CCc1nnc(SCc2ccc(OC)c(Br)c2)n1N	12.8	i	-1.8
O=C(CCN1C(=O)c2ccccc2C1=O)Oc1ccc2ccccc2c1	17.3	i	0.6
Cc1nccn1-c1ccc(C(F)(F)F)cc1NC=O	7.0	i	-0.8
O=C(NC1CCN(Cc2ccccc2)CC1)C1COc2ccccc2O1 (stereo not given)	12.3	i	-1.0
COc1cccc(C(=O)NCc2cccnc2)c1	6.9	i	0.4
CCC(C)(C(=O)NC1CCCC1)N(C(=O)CC1NC(=O)NC1=O)c1ccc(C)cc1 (stereo not given)	8.1	i	-2.0
SMILES	OX1R antag	KCNQ2 inh	STK33 kinase inh
Cc1c(C(=O)NCCc2ccc3c(c2)OCCO3)oc2ccccc12	37.6*	i	-1.1
CN(C)c1ccc(C(CC(=O)c2ccccc2)C2CCCCC2=O)cc1 (stereo not given)	9.8	i	-1.9
Cc1cc(Cl)ccc1OCc1nc(-c2ccc(O)cc2)n[nH]1	9.8	i	3.0
CC1CCN(C(=O)Cn2nnc(-c3ccc(N)cc3)n2)CC1	5.9	i	-0.5
O=C(CN1C(=O)CCSc2ccccc21)Nc1ccc2c(c1)OCO2	8.4	i	-0.6
O=C1C=C(c2cc(F)ccc2F)C[C@@H](c2ccc(F)cc2)C1	9.9	x	-0.6
Cc1ccc(OCCn2cnc3c(N)ncnc32)cc1	14.6	i	-0.6
O=C(c1ccc(Cl)nc1)N1CCc2ccccc2C1	8.1	i	-0.5
CCCN(CC1CC1)C(=S)NC(=O)c1ccccc1Br	14.1	x	-3.7
Cc1ccc(S(=O)(=O)CC2CSc3nnc(C)c(=O)n32)cc1 (stereo not given)	9.0	i	-1.2
Cc1ccc(NC(=O)c2c(-c3ccccc3)noc2C)nc1	13.0	i	-0.8
O=C(Cn1ncc(Cl)c(Cl)c1=O)N1CCN(S(=O)(=O)c2ccc3ccccc3c2)CC1	17.2	i	-1.6
COc1ccc(OC(=O)C2CC(=O)N(c3ccc(C)cc3)C2)cc1 (stereo not given)	15.7	i	-1.0
CCNC(=O)COC(=O)c1ccc(-c2nc3ccccc3s2)s1	15.1	i	-0.3
O=C(CNC(=O)c1ccc(Cl)cc1)OCN1C(=O)c2ccccc2C1=O	0.2	x	-0.1
CCC[C@@H](CN1CCC[C@H]1CN1C(N)=NC[C@H]1C(C)C)N1C[C@@H](Cc2ccccc2)N(CCCC2CCCC2)C1=N	-3.4	x	-1.5
CCOC(=O)C1CCCN(C(=O)c2cc(-c3ccncc3)nc3ccccc23)C1 (stereo not given)	19.5	i	-1.1
COCCNC(=O)CN(C(=O)CCC(=O)Nc1ccccn1)c1ccc(F)cc1	12.1	i	-2.0
O=C1CC(N2CCN(c3nc4ccccc4s3)CC2)C(=O)N1c1ccc(F)cc1 (stereo not given)	15.5	i	-0.1
N#CC1(Cc2ccc([N+](=O)[O-])cc2)c2ccccc2C=CN1C(=O)c1ccccc1 (stereo not given)	8.6	i	-0.1
CCCCn1cnc2c1c(=O)n(C)c(=O)n2C	15.9	i	-5.2
Cc1nc([N+](=O)[O-])c(N2CCN(C)CC2)n1Cc1ccccc1	17.7	i	-0.3
O=c1oc2ccccc2n1Cc1ccccc1F	13.7	i	-2.5
c1ccc2c(N3CCOCC3)c3c(nc2c1)CCC3	9.4	i	-0.9
COc1ccc(OC2CCN(S(=O)(=O)c3cccc(F)c3)CC2)cc1	-6.9	i	0.5
SMILES	OX1R antag	KCNQ2 inh	STK33 kinase inh
OCCCNC(=S)Nc1ccc2nccnc2c1	66.0	i	2.3
O=C(CSC1=Nc2ccccc2C2=NC(CC(=O)NCc3ccco3)C(=O)N12)NCC1CCCO1 (stereo not given)	18.2	i	1.1
O=C(NCC(=O)N1CC=C(c2ccccc2)CC1)c1ccc(F)cc1	0.6	x	-0.5
COc1ccc(S(=O)(=O)N2CCN(C(=O)CN3C(=O)NC4(CCCC4)C3=O)CC2)cc1	5.6	i	-1.0
CCCCNCCCOc1ccc(C)cc1Br	8.1	i	11.4
NC(=O)c1snnc1-c1ccccc1	2.5	i	-0.5
CCCCCCCSc1nnc(-c2ccccc2N)c(=O)[nH]1	33.1	i	-0.6
CC(OC(=O)c1cc2ccccc2o1)C(=O)Nc1ccc(N2CCOCC2)cc1 (stereo not given)	0.2	x	0.3
CCOc1ccc(NC(=O)CSc2ccccc2N)cc1	30.0	i	0.4
O=C(N/N=C/c1ccc(OCC(=O)N2CCOCC2)cc1)c1ccccc1Cl	11.1	i	-0.7
CCOc1ccc(N2C(=O)CC(Sc3nc(C)cc(C)n3)C2=O)cc1 (stereo not given)	9.1	i	-0.2
COc1ccc(CN(C)C(=O)c2ccc3ccccc3n2)cc1F	4.3	i	-0.4
CCCOc1ccc(CNC(=O)CCC(=O)n2ncc3cc(C)ccc32)cc1	25.0	i	3.6
Cc1nn(-c2ccccc2)c(C)c1C(=O)NCCc1ccccc1	8.7	i	0.0
COc1ccc(CC(=O)N2CCN(C(=O)Cc3ccc(OC)cc3)CC2)cc1	14.2	i	-1.0
CNC(=S)Nc1ccc(N2CCN(c3ccc(C(F)(F)F)cn3)CC2)nc1	16.5	i	1.5
Cc1cccc(C(=O)N2CCN(S(=O)(=O)c3ccc4c(c3)OCCCO4)CC2)c1[N+](=O)[O-]	18.7	i	-0.2
Cc1nc2ccc(NC(=O)N(C(C)C)C(C)C)cc2s1	13.5	i	-0.8
O=C(NCCN1C(=O)S/C(=C/c2cccnc2)C1=O)c1cccs1	25.2	x	0.0
CCOCCCNC(=O)C1(O)c2cc(Br)ccc2NC(=O)N1c1ccc(C)c(C)c1 (stereo not given)	-3.4	i	-1.0
NC(=O)CSCc1cccc(Br)c1	2.8	i	-0.6
CCC(C)Sc1nnc(CSc2nc(C)cc(C)n2)n1C (stereo not given)	13.5	i	0.1
CCCOC(=O)C1=C(C)NC2=C(C(=O)CCC2)C1c1ccc(N(C)C)cc1 (stereo not given)	17.5	i	-1.6
CCn1c(CC(=O)Nc2ccc(C)cc2)nnc1SCC(=O)N1CCOCC1	12.2	i	-0.6
CC1=C(C(N)=O)C(c2cccs2)NC(=S)N1 (stereo not given)	15.9	i	-0.5

Brought forward from above: 6 entries; new compounds follow.
SMILES	OX1R antag	KCNQ2 inh	STK33 kinase inh
CCOCCCNC(=O)C1(O)c2cc(Br)ccc2NC(=O)N1c1ccc(C)c(C)c1 (stereo not given)	-3.4	i	-1.0
NC(=O)CSCc1cccc(Br)c1	2.8	i	-0.6
CCC(C)Sc1nnc(CSc2nc(C)cc(C)n2)n1C (stereo not given)	13.5	i	0.1
CCCOC(=O)C1=C(C)NC2=C(C(=O)CCC2)C1c1ccc(N(C)C)cc1 (stereo not given)	17.5	i	-1.6
CCn1c(CC(=O)Nc2ccc(C)cc2)nnc1SCC(=O)N1CCOCC1	12.2	i	-0.6
CC1=C(C(N)=O)C(c2cccs2)NC(=S)N1 (stereo not given)	15.9	i	-0.5
COc1ccc(-c2c(-c3cccc(C)c3)oc3ccc(-c4ccc5c(c4)OCO5)cc23)cn1	14.3	i	2.6
Cc1ccc(NC(=O)NC2=NN(c3ccccc3)C(=O)/C2=C2/CCCN2C)cc1	9.3	i	-1.7
CC1(C)CC(=O)C(C=NCC2CCN(C(=O)Nc3ccc(Cl)c(Cl)c3)CC2)=C(O)C1	10.3	i	-1.5
O=C(Cn1c(=O)oc2cc(S(=O)(=O)N3CCCCC3)ccc21)N1CCCCC1	18.8	i	-0.9
CCc1ccccc1NC(=S)N(Cc1ccc(C(=O)O)cc1)Cc1ccc(OC)c(OC)c1	14.8	i	-3.0
CCC(=O)Nc1cc(-c2nn3c(C)nnc3s2)ccc1C	9.2	i	-0.4

A second format for two compounds above:
CCC(=O)Nc1cc(-c2nn3c(C)nnc3s2)ccc1C
  OX1R antag: 9.2 | KCNQ2 inh: i | STK33 kinase inh: -0.4
Cc1ccc(NC(=O)NC2=NN(c3ccccc3)C(=O)/C2=C2/CCCN2C)cc1
  OX1R antag: 9.3 | KCNQ2 inh: i | STK33 kinase inh: -1.7
